PABP1 MLLE inh: inhibitors of PABP1 MLLE–PAM2 peptide binding, primary screen, biochemical, fluorescence polarization, FITC-PAM2, GST-MLLE; inhibition, % at 20 µM; hit rate 0.36% among 360,000; AID 588489, 2011; in the data active means inhibition above about 35%, passing the limit was not always enough;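 further: plate controls were DMSO wells with GST-MLLE for no effect and wells lacking GST-MLLE protein for full effect; some results filed as inactive read as strong as hits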
Rpn11 block: Rpn11 (PSMD14) deubiquitinase inhibitors, primary screen, biochemical, fluorescence polarization, uHTS | 26S proteasome non-ATPase regulatory subunit 14 (Homo sapiens), O00487 | human 26S proteasome, Ub4-pepOG fluorescence polarization; 20S core pre-blocked with epoxomicin | calls only at 20 µM | hit rate 0.59% among 360,000;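 active means inhibition at 20 µM, scaled to each plate's controls, above about 33%, limit read from the data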
CSN inh: inhibitors of CSN-mediated cullin deneddylation, primary screen, biochemical, fluorescence polarization, uHTS | COP9 signalosome complex subunit 5 (Homo sapiens), Q92905 | Purified CSN, SCF-Nedd8-OG deneddylation | inhibition, % at 12.5 µM | hit rate 0.38% among 360,000 | AID 651999, 2013;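 active means pattern-corrected inhibition above about 35%, with an unprinted fluorescence ratio check between 0.5 and 1.5, limit read from the data, passing the limit was not always enough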;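 further: 0% = enzyme with substrate and 100% = substrate without enzyme; some results filed as inactive read as strong as hits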
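test system = HEK293T-derived human Csn5 enzyme | amount = 0.24 nM Csn5 enzyme, final concentration | medium = Tris/NaCl/DTT buffer, pH 7.5 | schedule = 90 min reaction at room temperature | signal = FP | evaluation = inhibition of Csn5 cleavage, % | compound dosing = single dose of 12.5 µM compound with 0.25% DMSO | probe or stimulus = 10 nM SCFSkp2-Nedd8OG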
SKN-1 inh: suppressors of acrylamide-induced Pgst-4::GFP reporter in worms, primary screen, SKN-1 inhibitor project, whole organism, uHTS, GFP/RFP fluorescence ratio, strain VP596; C. elegans VP596 Pgst-4::GFP/RFP ratio, 24 h; inhibition, % at 21.8 µM; hit rate 0.49% among 360,000; AID 624304, 2012;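 active means interference check ratio from 0.5 to 1.5 plus GFP to RFP signal ratio inhibition reaching or exceeding a fixed threshold, cut at about 30% in these data, passing the limit was not always enough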; further: some compounds called inactive have numbers as strong as hits
NadD inh: inhibitors of S. aureus NadD, primary screen, biochemical, colorimetric, uHTS; Nicotinate-nucleotide adenylyltransferase NadD (Staphylococcus aureus N315); inhibition, % at 20 µM; purified NadD enzyme, colorimetric absorbance read-out; AID 602399, 2012; hit rate 0.78% among 360,000; in the data active means inhibition above about 26%; further: some compounds past the cut are filed as inactive
Rin1 Abl inh: inhibitors of Rin1-Abl protein binding, primary screen, biochemical, TR-FRET | inhibition, % at 7.35 µM | hit rate 0.4% among 360,000 | Tyrosine-protein kinase ABL1 (Homo sapiens) + Ras and Rab interactor 1 (Homo sapiens), …; in the data active means inhibition above about 5%, passing the limit was not always enough
Target sequence (P00519 whole entry, looked up): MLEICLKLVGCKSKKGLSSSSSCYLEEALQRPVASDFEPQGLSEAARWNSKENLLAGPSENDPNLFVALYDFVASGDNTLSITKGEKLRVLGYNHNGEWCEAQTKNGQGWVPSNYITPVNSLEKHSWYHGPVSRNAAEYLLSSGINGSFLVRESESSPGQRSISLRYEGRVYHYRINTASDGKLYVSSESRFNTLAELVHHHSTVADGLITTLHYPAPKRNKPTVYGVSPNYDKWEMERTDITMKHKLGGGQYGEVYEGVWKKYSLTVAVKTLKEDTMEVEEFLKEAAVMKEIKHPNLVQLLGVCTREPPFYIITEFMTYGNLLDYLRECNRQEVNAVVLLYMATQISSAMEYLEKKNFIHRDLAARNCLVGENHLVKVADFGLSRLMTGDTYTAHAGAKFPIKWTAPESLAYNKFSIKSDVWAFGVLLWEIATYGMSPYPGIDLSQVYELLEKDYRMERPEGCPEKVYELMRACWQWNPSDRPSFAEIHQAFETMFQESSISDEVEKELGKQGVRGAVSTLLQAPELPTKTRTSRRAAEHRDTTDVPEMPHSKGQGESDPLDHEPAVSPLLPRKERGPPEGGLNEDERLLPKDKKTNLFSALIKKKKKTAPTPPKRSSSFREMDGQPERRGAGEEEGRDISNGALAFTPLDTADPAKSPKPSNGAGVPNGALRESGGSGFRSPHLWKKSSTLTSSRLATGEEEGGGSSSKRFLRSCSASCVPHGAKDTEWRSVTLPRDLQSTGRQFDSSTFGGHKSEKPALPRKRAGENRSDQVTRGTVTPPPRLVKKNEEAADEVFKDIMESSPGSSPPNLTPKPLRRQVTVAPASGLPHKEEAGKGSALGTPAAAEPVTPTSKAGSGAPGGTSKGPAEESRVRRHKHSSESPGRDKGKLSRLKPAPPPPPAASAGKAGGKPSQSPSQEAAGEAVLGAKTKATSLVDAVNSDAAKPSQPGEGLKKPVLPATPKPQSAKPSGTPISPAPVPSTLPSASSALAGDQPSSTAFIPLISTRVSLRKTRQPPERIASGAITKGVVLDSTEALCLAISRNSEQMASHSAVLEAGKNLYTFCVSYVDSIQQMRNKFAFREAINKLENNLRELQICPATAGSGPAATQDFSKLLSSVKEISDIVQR
Target sequence (Q13671 whole entry, looked up): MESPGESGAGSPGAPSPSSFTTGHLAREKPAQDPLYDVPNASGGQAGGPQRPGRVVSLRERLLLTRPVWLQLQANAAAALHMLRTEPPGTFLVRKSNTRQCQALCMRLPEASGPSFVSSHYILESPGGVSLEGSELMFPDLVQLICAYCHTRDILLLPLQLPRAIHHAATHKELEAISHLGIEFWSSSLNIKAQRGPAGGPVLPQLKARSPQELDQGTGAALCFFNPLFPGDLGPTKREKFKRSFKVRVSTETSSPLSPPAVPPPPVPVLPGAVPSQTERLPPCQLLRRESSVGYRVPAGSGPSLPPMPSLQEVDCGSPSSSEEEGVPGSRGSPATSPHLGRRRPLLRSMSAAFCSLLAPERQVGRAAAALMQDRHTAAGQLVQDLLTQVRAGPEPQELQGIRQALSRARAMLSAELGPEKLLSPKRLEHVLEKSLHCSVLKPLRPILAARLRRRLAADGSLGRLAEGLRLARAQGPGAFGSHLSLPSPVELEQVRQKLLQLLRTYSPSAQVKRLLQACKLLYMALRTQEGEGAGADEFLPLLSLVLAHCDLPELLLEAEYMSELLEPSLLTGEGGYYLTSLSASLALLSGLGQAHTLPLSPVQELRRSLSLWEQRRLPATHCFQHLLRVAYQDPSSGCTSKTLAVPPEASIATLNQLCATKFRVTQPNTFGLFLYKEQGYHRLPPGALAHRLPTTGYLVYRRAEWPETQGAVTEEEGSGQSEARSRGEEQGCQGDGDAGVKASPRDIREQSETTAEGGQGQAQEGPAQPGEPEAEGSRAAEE
MT1-MMP act inh: blockers of MT1-MMP proenzyme processing, primary screen, HT1080 RFP-PRO-GFP cells, GFP/RFP fluorescence; hit rate 0.061% among 360,000; GFP/RFP ratio fluorescence, overnight; percent of plate control window, DMSO zero; GFP/RFP ratio change, % at 20 µM;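 active means GFP/RFP ratio change of at least 30% with cell ATP level not reduced by more than half and red fluorescence within 50% of control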; further: strong numbers were not always called active
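Test system: HT1080 RFP-PRO-GFP cells; Benchmarks: DMSO and RFP-L50D-GFP cell wells; Timing: cells overnight before dosing, compound overnight, 37 °C, 5% CO2; Compound: one 20 µM compound dose with 1% DMSO; Read-out: GFP/RFP fluorescence ratio.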
FAS TE block: FAS thioesterase domain inhibitors, primary screen, biochemical, fluorescence intensity, uHTS; Fatty acid synthase (Homo sapiens), P49327; AID 602261, 2012; inhibition, % at 15 µM; recombinant FAS-TE, OMFH fluorogenic substrate, fluorescence endpoint; hit rate 0.67% among 360,000;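 active means compounds whose normalised, plate-corrected inhibition of enzyme fluorescence in the single-dose primary screen is 50% or more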;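 further: 0% = DMSO with enzyme and 100% = substrate without enzyme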
Neddyl block: inhibitors of cullin neddylation, primary screen, biochemical, TR-FRET, uHTS, NAE and Ubc12. AID 651699, 2012. NEDD8-conjugating enzyme Ubc12 (Homo sapiens) + NEDD8-activating enzyme E1 regulatory …. calls only at 25 µM. hit rate 0.58% among 360,000; in the data active means inhibition above about 36%
An asterisk follows results filed as active; i = inactive; . = no result given. This is a random part of the collection; overall some 3.9% were active at least once.

Start of the data: the first 13 records as a preview:
SMILES	PABP1 MLLE inh	Rpn11 block	CSN inh	SKN-1 inh	NadD inh	Rin1 Abl inh	MT1-MMP act inh	FAS TE block	Neddyl block
CC(C)(C)S(=O)N1Cc2cc(CO)ccc2[C@H]1CCO (stereo not given in full)	3	i	-6	-10	-2	1	-1	-5	i
N#Cc1nc(-c2ccc(F)cc2)oc1NCc1cccc2c1OCO2	18	i	-2	1	-7	3	-3	31	.
CC(C)(C)N1C(=O)[C@H]2[C@@H](c3ccc(Br)cc3)N3C(=O)N(c4cccc(F)c4)C(=O)[C@@]3(Cc3ccccc3)[C@H]2C1=O	-6	i	5	-9	8	2	-3	92*	i
Cc1nc2c(sc3nc(N4CCOCC4)c4c(c32)CC(C)(C)OC4)c(-c2ccccc2)c1C(=O)O	-43	i	-1	-5	-7	-3	-11	21	i
CC1Sc2ccc(S(=O)(=O)CCC(=O)NC(C)c3ccccc3)cc2NC1=O (stereo not given)	10	i	0	-10	-1	-3	0	-3	i
COc1ccc(C(=O)N2CCN(C(=O)C3COc4ccccc4O3)CC2)cc1 (stereo not given)	15	i	-1	5	0	2	4	-6	i
CCOCCOC(=O)c1ccc(NC(=O)c2cc(OC)c(OC)c(OC)c2Br)cc1	7	i	2	5	-7	3	3	1	i
C=C1CCN([C@@H](CC(C)C)C(=O)NCc2cc(OC)c(OC)c(OC)c2)S(=O)(=O)c2ccccc21	9	i	-1	2	-5	-3	0	2	i
COc1ccccc1NC(=O)CN1CCN(CC(=O)Nc2ccccc2Cl)CC1	13	i	-3	5	-10	1	2	2	i
COc1ccc(OC)c(N/C(=N/c2nc(C)cc(C)n2)NC(C)=O)c1	-6	i	0	4	-9	0	1	1	i
COc1ccc(C(C)NC(=O)c2ccccc2)cc1 (stereo not given)	-11	i	-2	3	-2	-5	2	-4	i
O=C(c1ccc[nH]c1=S)N1CCN(S(=O)(=O)c2ccc(Br)cc2Cl)CC1	34	i	1	19	2	-1	-4	-8	i
CC(C(=O)Nc1cccc(C#N)c1)N(C)CCOc1ccccc1 (stereo not given)	3	i	1	9	2	1	-1	10	i

The list itself (from the top)
SMILES	PABP1 MLLE inh	Rpn11 block	CSN inh	SKN-1 inh	NadD inh	Rin1 Abl inh	MT1-MMP act inh	FAS TE block	Neddyl block
CC(C)(C)S(=O)N1Cc2cc(CO)ccc2[C@H]1CCO (stereo not given in full)	3	i	-6	-10	-2	1	-1	-5	i
N#Cc1nc(-c2ccc(F)cc2)oc1NCc1cccc2c1OCO2	18	i	-2	1	-7	3	-3	31	.
CC(C)(C)N1C(=O)[C@H]2[C@@H](c3ccc(Br)cc3)N3C(=O)N(c4cccc(F)c4)C(=O)[C@@]3(Cc3ccccc3)[C@H]2C1=O	-6	i	5	-9	8	2	-3	92*	i
Cc1nc2c(sc3nc(N4CCOCC4)c4c(c32)CC(C)(C)OC4)c(-c2ccccc2)c1C(=O)O	-43	i	-1	-5	-7	-3	-11	21	i
CC1Sc2ccc(S(=O)(=O)CCC(=O)NC(C)c3ccccc3)cc2NC1=O (stereo not given)	10	i	0	-10	-1	-3	0	-3	i
COc1ccc(C(=O)N2CCN(C(=O)C3COc4ccccc4O3)CC2)cc1 (stereo not given)	15	i	-1	5	0	2	4	-6	i
CCOCCOC(=O)c1ccc(NC(=O)c2cc(OC)c(OC)c(OC)c2Br)cc1	7	i	2	5	-7	3	3	1	i
C=C1CCN([C@@H](CC(C)C)C(=O)NCc2cc(OC)c(OC)c(OC)c2)S(=O)(=O)c2ccccc21	9	i	-1	2	-5	-3	0	2	i
COc1ccccc1NC(=O)CN1CCN(CC(=O)Nc2ccccc2Cl)CC1	13	i	-3	5	-10	1	2	2	i
COc1ccc(OC)c(N/C(=N/c2nc(C)cc(C)n2)NC(C)=O)c1	-6	i	0	4	-9	0	1	1	i
COc1ccc(C(C)NC(=O)c2ccccc2)cc1 (stereo not given)	-11	i	-2	3	-2	-5	2	-4	i
O=C(c1ccc[nH]c1=S)N1CCN(S(=O)(=O)c2ccc(Br)cc2Cl)CC1	34	i	1	19	2	-1	-4	-8	i
CC(C(=O)Nc1cccc(C#N)c1)N(C)CCOc1ccccc1 (stereo not given)	3	i	1	9	2	1	-1	10	i
O=C(CNC(=O)c1ccccc1Br)N/N=C/c1cc(Br)ccc1O	19	i	0	-5	1	0	3	31	i
Cc1ccc2[nH]c(=S)cc(C)c2c1	24	i	3	13	3	-3	0	-7	i
O=C(O)CN1C(=O)/C(=C/c2ccc(N3CCCCC3)o2)SC1=S	-44	i	8	5	5	1	31	-14	i
Cc1ccc(-c2nc(S(=O)(=O)c3ccc(F)cc3)c(SCC(=O)NCC3CCCO3)o2)cc1 (stereo not given)	-72	i	3	5	-2	3	-5	-7	i
Cc1cc(C)cc(NC(=O)C2(c3cccs3)CCOCC2)c1	5	i	-3	-2	-5	-4	-3	-4	i
CN(CC(=O)Nc1ccc(F)cc1)C(=O)COC(=O)C1=COCCO1	-1	i	-5	8	-4	-1	5	-6	i
Cn1cnc([N+](=O)[O-])c1S(=O)(=O)c1cccc(Cl)c1	21	i	-1	-13	1	0	9	45	i
CCC(=O)c1ccc(OCC(=O)NCCCN2CCOCC2)cc1	26	i	-1	-7	0	7	-1	-8	i
Cc1ccsc1/C=C1\CCC(C2CCCC2)C1=O (stereo not given)	0	i	-3	23	4	2	4	13	i
COc1ccc(CNC(=O)c2sc(=O)n(Cc3ccc(C)cc3)c2C)cc1	9	i	-7	-4	-7	6	1	12	i
O=C(NCC(=O)N1CCN(c2ncccn2)CC1)c1ccccc1F	-8	i	-2	1	-3	1	-4	-5	i
COc1ccc(N2CC(C)Cn3c2nc2c3c(=O)n(CCN3CCOCC3)c(=O)n2C)cc1 (stereo not given)	9	i	-2	11	-3	4	5	-2	i

(list continues)
SMILES	PABP1 MLLE inh	Rpn11 block	CSN inh	SKN-1 inh	NadD inh	Rin1 Abl inh	MT1-MMP act inh	FAS TE block	Neddyl block
O=C(CSc1ccc(Cl)cc1)NNC(=O)c1ccco1	4	i	1	1	5	4	-1	-7	i
O=C(CNC(=O)C1CCCCC1)Nc1ccc(Cl)cc1	5	i	4	-9	-3	-3	-2	-3	i
COc1ccc(NC(=O)COc2ccc(Br)cc2)c(OC)c1	3	i	-3	5	3	-3	1	-1	i
COc1ccc(C(=O)NNC(=O)CSc2nnc(-c3cccnc3)o2)cc1	9	i	-1	8	-3	6	2	-13	i
CC1=C(C(=O)OCc2ccccc2)C(c2cccs2)NC(=O)N1CCCC(=O)O (stereo not given)	14	i	3	6	-4	3	-1	-4	i
CN(C(=O)Cn1nc(C(=O)O)c2ccccc2c1=O)C1CCCCC1	-1	i	1	-9	1	1	4	0	i
CCOC(=O)c1ccc(N=C2SC(C(=O)NC)CC(=O)N2Cc2ccc(F)cc2)cc1 (stereo not given)	14	i	1	3	-12	-2	-1	6	i
Cc1ccc(N(CC(=O)Nc2ccc3c(c2)OCCO3)S(=O)(=O)c2c(C)noc2C)cc1	-4	i	4	-11	-12	2	0	5	i
COc1cc(CC(=O)OCC(=O)N2CCCCC2C)cc(OC)c1OC (stereo not given)	-14	i	0	21	-1	2	2	-1	i
Cc1nn(C)c(C)c1S(=O)(=O)N1CCC(CO)(CC2CCCCO2)CC1 (stereo not given)	-12	i	5	10	1	-1	1	-10	i
COc1ccc(CC(=S)N2CCOCC2)cc1OC	2	i	2	-7	2	0	13	-2	i
CCOC(=O)c1c(Cc2cccc(Cl)c2)c[nH]c1C	-3	i	1	8	-1	8	1	1	i
CCN(CC)c1nc2n(c(=O)n1)CCO2	10	i	-3	13	2	-4	-4	0	i
CCOCc1c(C(=O)OCC(=O)Nc2ccc(C)c(S(=O)(=O)N(C)C)c2)oc2ccccc12	-16	i	0	6	-3	-1	3	37	i
Cc1cccc(-c2nc(NCCCN(C)C)c3ccccc3n2)c1	8	i	3	-4	-1	2	-1	-4	i
COCCCn1c(Cc2csc(Nc3cccc(Cl)c3)n2)nnc1SCC(=O)OC	18	i	2	2	0	-5	-4	-7	i
Cc1cc(=O)[nH]c(SCC(=O)NCc2ccc3c(c2)OCO3)n1	-6	i	0	3	-3	2	2	-4	i
Cc1cc(=O)[nH]c(SCC(=O)NCCOc2ccccc2)n1	10	i	0	1	-6	2	4	-8	i
O=C(Nc1nnc(C2=COCCO2)o1)c1cccc([N+](=O)[O-])c1	-7	i	1	13	0	1	-1	-4	i
CCCCCCCCOC(=O)CCn1[nH]c(=O)c2ccccc2c1=O	-1	i	-4	27	2	-2	-5	-2	i
O=C(NCc1ccccc1)N1CCN(c2ccc(Cl)c(Cl)c2)CC1	4	i	-3	-15	-3	2	0	-1	i
CCN(CC)C(=O)Cn1cc(C(=O)C(=O)NCCc2c[nH]c3ccccc23)c2ccccc21	-15	i	-3	-3	-5	3	3	5	i
COc1ccc(CN2CCNC(=O)C2CC(=O)N(C)C2CCCCC2)cc1OC (stereo not given)	7	i	-1	-24	3	-1	-3	-4	i
CSc1cccc(NC(=S)N2CCC(N(C)C3CCCCC3)CC2)c1	-34	i	-2	-14	-4	-1	3	-8	i
CCOC(=O)C1=C(CC)OC(N)=C(C#N)C1c1ccc(NC(C)=O)cc1 (stereo not given)	8	i	-2	-1	-6	0	0	-7	i

New compounds follow
SMILES	PABP1 MLLE inh	Rpn11 block	CSN inh	SKN-1 inh	NadD inh	Rin1 Abl inh	MT1-MMP act inh	FAS TE block	Neddyl block
N#Cc1ccc(CN2CCN(C(=O)Cn3nc(C(N)=O)c4ccccc4c3=O)CC2)cc1	-65	i	3	12	-5	-1	2	-5	i
O=C(CSc1nnc(Cc2cccs2)n1C1CCCCC1)N1CCN(C(=O)c2ccco2)CC1	-20	i	2	20	0	2	-8	-4	i
C=C1CCN([C@@H](Cc2ccccc2)C(=O)O)S(=O)(=O)c2ccccc21	-9	i	-2	-3	-4	0	0	-12	i
CCN(CC)C(=O)C1CCN(S(=O)(=O)c2ccc3c(c2)CCCN3C(=O)C2CCC2)CC1	7	i	1	-2	-2	4	6	3	i
C=CCNC(=O)c1oc2ccc(S(=O)(=O)N(CC)CC)cc2c1C	3	i	6	17	-15	-4	1	-7	i
O=C(O)c1ccccc1NS(=O)(=O)c1cccc(-n2sc3ccccc3c2=O)c1	11	i	3	5	9	-2	-3	-4	i
CCn1cc(-c2n[nH]c(=S)n2-c2ccc(C)cc2Br)c(=O)c2ccc(C)nc21	-46	i	-1	14	9	2	-3	-6	i
Nc1nc2nc(-c3ccc(OCc4ccccc4)cc3)cc(C(F)(F)F)n2n1	8	i	2	-1	2	-3	-5	-10	i

Screening data: PubChem BioAssay, several laboratories
